Redox H2O2 prof: compounds producing H2O2 with reducing agent – biochemical, NIH compound library profiling, artefact control for MLSCN library redox annotation, primary screen. DTT-dependent redox cycling H2O2, phenol red/HRP absorbance; 100% = 100 µM peroxide control, 0% = buffer. activation, % at 10 µM. 0.03% of 200,000 active;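 active = activation of at least 50% relative to the plate's high and low controls in the primary single-dose screen; inactive = activation below 50%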;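 note: compound incubated with DTT at 0.8 mM final as the reducing agent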
PPARg SRC3 recr: PPARgamma agonists recruiting SRC-3 coactivator, primary screen, biochemical. Peroxisome proliferator-activated receptor gamma (Homo sapiens), P37231. biochemical PPARgamma/SRC-3 coactivator recruitment assay. activation, % at 8 µM. 0.26% of 200,000 active. AID 731, 2007; in the data active = activation above about 23%;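 note: 0% = DMSO and 100% = reference agonist; some compounds past the cut are filed as inactive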
Target sequence (P37231 whole entry, looked up): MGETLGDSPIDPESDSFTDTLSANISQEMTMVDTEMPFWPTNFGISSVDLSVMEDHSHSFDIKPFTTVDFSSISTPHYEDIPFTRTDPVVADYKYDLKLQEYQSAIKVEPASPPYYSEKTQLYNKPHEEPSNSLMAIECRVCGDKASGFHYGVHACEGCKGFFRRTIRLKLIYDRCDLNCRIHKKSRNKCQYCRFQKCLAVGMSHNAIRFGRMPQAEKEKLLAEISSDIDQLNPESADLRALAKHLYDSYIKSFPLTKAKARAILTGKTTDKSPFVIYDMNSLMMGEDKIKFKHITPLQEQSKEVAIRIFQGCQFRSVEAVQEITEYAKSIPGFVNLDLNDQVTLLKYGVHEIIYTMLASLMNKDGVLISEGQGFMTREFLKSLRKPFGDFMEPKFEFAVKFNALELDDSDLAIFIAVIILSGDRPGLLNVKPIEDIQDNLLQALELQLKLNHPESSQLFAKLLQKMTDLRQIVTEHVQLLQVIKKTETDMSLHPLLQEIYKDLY
PPARg SRC1 recr: PPARgamma agonists recruiting SRC-1 coactivator, primary screen, biochemical; Peroxisome proliferator-activated receptor gamma (Homo sapiens), P37231; 0.41% of 200,000 active; activation, % at 8 µM; PPARgamma-SRC-1 coactivator recruitment biochemical assay; in the data active = activation above about 19%;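 note: 0% = DMSO and 100% = reference agonist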
Efa HMGR inh: inhibitors of E. faecalis class II HMGR, primary screen, biochemical, Enterococcus faecalis; HMG-CoA reductase (Enterococcus faecalis, mvaE); purified E. faecalis HMGR, NADPH absorbance 340 nm kinetic; inhibition, % at 10 µM; 0.41% of 190,000 active; AID 1066, 2008;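 active = inhibition above a set limit, the median over all tested compounds plus 3 SD, cut at about 9.5% in these data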;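 note: enzyme runs in reverse so mevalonate oxidation gives rising NADPH absorbance; 0% = complete reaction with DMSO and 100% = background rate lacking mevalonate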
RAM network inh: inhibitors of the yeast RAM network, primary screen, dse1pr::URA3 reporter, 5-FOA selection; inhibition, % at 50 µM; 1.8% of 190,000 active; AID 868, 2007; S. cerevisiae dse1pr::URA3 reporter, 5-FOA growth OD615, 2 d; analog-sensitive cbk1-as2 kinase mutant strain;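 active = inhibition above a set limit, 3 SD over mean compound inhibition, cut at about 8.4% in these data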;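 note: 0% = DMSO-only wells with no growth and 100% = 10 µM 1-NA-PP1 full growth; inhibition rescues growth on 5-FOA so higher OD means more RAM inhibition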
L major viab: Leishmania major promastigote growth inhibition, primary screen | Leishmania major promastigotes, resazurin fluorescence viability | inhibition, % at 10 µM | 9% of 200,000 active; in the data active = inhibition above about 50%;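 note: promastigotes grown with compound for 44 hours at 28 °C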
ROMK primary: ROMK potassium channel modulators, primary screen, cell-based, thallium flux, MLSMR library | Tet-inducible ROMK, thallium flux fluorescence; actives lie on both sides | B-score at 10 µM | ATP-sensitive inward rectifier potassium channel 1 (Homo sapiens), P48048 | 2% of 130,000 active;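 active = signal ratio slope over the read window, or its plate-corrected B-score, at least 3 SD from the plate mean, either direction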;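 note: B-score of the F/F0 ratio slope over 7 to 12 s after thallium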
bIAP inh: bovine intestinal alkaline phosphatase inhibitors, primary screen, selectivity assay for TNAP inhibitor project, biochemical, bovine IAP, CDP-star luminescence; inhibition, % at 20 µM; purified bovine IAP, 30 min; 190,000 tested, under 10 active; AID 1019, 2008;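 active = over 50% inhibition of intestinal alkaline phosphatase at 20 µM in the single-dose screen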
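Incubation: 30 min reaction at room temperature / Material: purified bovine intestinal alkaline phosphatase (IAP) enzyme / Input: enzyme at 1/65,000,000 dilution / Dosing: 20 µM single dose / Signal: CDP-star luminescence signal / Reagent: CDP-star chemiluminescent phosphatase substrate, 30 µM final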
PPARg SRC2 recr: agonists of PPARg-SRC-2 recruitment, primary screen, biochemical, HTS. Peroxisome proliferator-activated receptor gamma (Homo sapiens), P37231. 0.34% of 200,000 active. activation, % at 8 µM. PPARgamma LBD-SRC-2 recruitment. AID 1032, 2008; in the data active = activation above about 22%;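 note: 0% = vehicle and 100% = reference agonist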
S1P3 antagonist: S1P3 receptor antagonists, primary screen, cell-based. Sphingosine 1-phosphate receptor 3 (Homo sapiens), Q99500. CHO S1P3 NFAT-BLA reporter, FRET fluorescence, antagonist mode. inhibition, % at 4.98 µM. 0.27% of 170,000 active. AID 485, 2006;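 active = inhibition above the plate cutoff, the mean inhibition of test wells on that plate plus 3 SD, cut at about 28% in these data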;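 note: cells challenged with S1P at its EC80 of 0.8 µM; blue over green emission ratio from cleaved BLA substrate after 4 h stimulation; 0% = S1P-stimulated wells and 100% = unstimulated DMSO-only wells; some compounds past the cut are filed as inactive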
Target sequence (Q99500 whole entry, looked up): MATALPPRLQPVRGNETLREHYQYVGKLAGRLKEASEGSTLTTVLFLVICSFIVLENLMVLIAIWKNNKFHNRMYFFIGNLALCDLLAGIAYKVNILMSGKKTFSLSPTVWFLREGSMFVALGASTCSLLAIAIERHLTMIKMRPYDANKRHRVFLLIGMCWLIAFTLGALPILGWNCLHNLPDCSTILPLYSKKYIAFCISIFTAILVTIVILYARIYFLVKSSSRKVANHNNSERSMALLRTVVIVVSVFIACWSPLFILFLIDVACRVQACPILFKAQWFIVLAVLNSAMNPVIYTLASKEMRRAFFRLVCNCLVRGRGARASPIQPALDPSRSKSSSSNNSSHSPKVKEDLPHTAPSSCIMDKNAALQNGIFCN
SRC2 TRFRET art: TR-FRET signal artefacts, primary screen, artefact control for PPARgamma SRC-2 agonist project, biochemical; TR-FRET artefact counter-screen; active compounds read high; TR-FRET ratio at 8 µM; 0.4% of 200,000 active; in the data active = TR-FRET ratio above about 2000; note: inactives centre near 1500
* hit, by the source's call; / = no result given. Rows were taken by chance. Share with any hit: about 13%.

SMILES	Redox H2O2 prof	PPARg SRC3 recr	PPARg SRC1 recr	Efa HMGR inh	RAM network inh	L major viab	ROMK primary	bIAP inh	PPARg SRC2 recr	S1P3 antagonist	SRC2 TRFRET art
CCOC(=O)c1[nH]nc2c1C(=O)N(Cc1ccccc1)C2=O	2.4	-1	3	0	-0.1	-2	/	7	-3	-23	1332
CCOc1ccc(S(=O)(=O)N(C)c2ccc(OCC(=O)NCc3cccnc3)cc2)cc1	-2.4	2	2	2	-1.0	-9	-0.29	-8	0	-5	1583
CCCCN1C(=O)Nc2ccccc2S1(=O)=O	-0.2	0	-1	2	-0.9	-5	-0.59	8	3	-17	1277
Cc1oc(-c2cccs2)nc1CS(=O)CC(=O)NCCCN1CC(C)CC(C)C1 (stereo not drawn)	0.3	-6	-2	0	-0.6	0	/	-8	1	4	1426
COc1ccccc1N1CCN(C(=O)CSc2nnc(NC(=O)C(C)C)s2)CC1	0.0	6	-1	-3	0.4	-2	-0.36	-2	8	-5	1695
CCCn1c(SCCC(=O)O)nc2ccccc21	-1.4	3	4	-5	-1.5	-8	-0.29	1	1	0	1559
COc1cc(Cl)c(C)cc1NC(=O)CN(C)Cc1cccc(OC)c1OC	-2.3	6	9	-5	-0.2	18	-0.61	-10	10	11	1603
O=C(NCC1CCCO1)c1ccc(Cn2c(=S)[nH]c3ccccc3c2=O)cc1 (stereo not drawn)	-0.8	4	7	3	-0.2	4	0.92	8	1	-7	1526
CCCCn1c(=O)n(CC(=O)Nc2ccc(C)c(Cl)c2)c(=O)c2c1ncn2Cc1ccco1	1.2	-1	4	4	4.0	9	-0.74	12	7	/	1457
COc1ccc(Cn2c(=O)[nH]c3cc(C(=O)NC4CCCC4)ccc3c2=O)cc1	-2.5	0	5	-2	5.0	-1	-0.43	-17	2	-9	1558
CC1C(=O)N(Cc2ccc([N+](=O)[O-])cc2)c2ccccc2N1C(=O)C1CC1 (stereo not drawn)	-1.7	-3	15	-5	5.2	6	-0.4	2	-2	-6	1802
Cc1ccc(NC(=O)CCC(=O)NNC(=O)c2ccco2)c(C)c1	1.9	-1	-1	-3	-1.1	-4	/	-11	-4	/	1578
Cc1[nH]c2ccc(-c3n[nH]c(=S)n3Cc3ccccc3)cc2c1C	0.1	6	-2	1	4.6	3	1	24	4	0	1640
CC1(C)NC(=O)N(CCCCOc2ccc(Br)cc2Cl)C1=O	0.0	-4	6	-3	-1.9	-4	0.17	10	1	/	1560
COC(=O)c1ccccc1NC(=O)NCc1ccco1	0.8	4	5	-16	-0.7	-1	/	12	8	17	1563
N/C(=N\OS(=O)(=O)c1ccc2ccccc2c1)c1ccccn1	-0.1	-3	3	-6	1.4	-3	0.7	-31	4	-15	1580
O=C(CSc1nnc(SCc2ccccc2)s1)N/N=C/C=C/c1ccccc1[N+](=O)[O-]	0.0	6	9	-4	-0.5	-1	/	-12	14	-21	1508
CC(=O)c1ccc(N2CCN(C(=O)CCCn3c(=S)[nH]c4cc5c(cc4c3=O)OCO5)CC2)cc1	0.2	-2	5	-4	4.2	20	0.89	8	0	/	1740
CCCCCCC(=O)NNC(=O)CC(=O)Nc1ccccc1C(=O)O	0.0	-4	-1	-7	-1.4	-7	/	7	-3	-23	1564
COc1ccc(-n2cc(-c3ccccc3)c3c(N4CC(C)OC(C)C4)ncnc32)cc1 (stereo not drawn)	1.3	3	6	-3	2.5	45	-0.47	-7	1	1	1780
O=C(CC1CCCCC1)N1CCCC(c2nc(-c3ccc(S(=O)(=O)N4CCCC4)cc3)no2)C1 (stereo not drawn)	-0.1	5	-1	-4	1.2	55*	-2.3	-2	10	/	1658
CCOC(=O)COc1ccc2c(=O)c(-c3ccccc3OC)coc2c1	-1.5	-5	-1	-4	5.8	0	0.074	9	-5	6	1814
N#Cc1c(N)n(CCNC(=O)c2ccc(Cl)cc2)c2nc3ccccc3nc12	-3.5	0	-11	-7	1.5	-3	/	4	2	/	1565
O=C(CSCc1cccc(Cl)c1)Nc1ccccc1-c1ccccc1	0.1	0	6	-8	2.9	87*	1	-24	-5	2	1636
O=C(CN1CCN(c2ccccn2)CC1)Nc1cc(C(F)(F)F)ccc1Cl	-0.7	6	4	-2	-1.5	-6	/	-1	2	-18	1625
New compounds follow
SMILES	Redox H2O2 prof	PPARg SRC3 recr	PPARg SRC1 recr	Efa HMGR inh	RAM network inh	L major viab	ROMK primary	bIAP inh	PPARg SRC2 recr	S1P3 antagonist	SRC2 TRFRET art
Cc1c(C(=O)N2CCOCC2)sc(NC(=O)c2ccc3c(c2)OCO3)c1C#N	-0.5	22	2	-1	3.9	-11	-0.11	19	6	-30	1476
COCCOC(=O)C1=C(C)NC(=O)NC1c1c(OC)ncnc1OC (stereo not drawn)	-1.8	3	3	-3	1.1	-8	-0.27	2	8	-21	1706
COC(=O)c1sc(-c2ccccc2)cc1NC(=O)C1CC1	-0.3	21	33*	-7	7.6	4	0.013	10	30*	-25	2243*
CC(=O)Nc1ccc(OCC(O)Cn2ccnc2C)cc1 (stereo not drawn)	-0.9	5	-2	-6	-0.4	-4	0.049	-9	12	-12	1589
O=C1/C(=C/c2ccncc2)CCC/C1=C\c1ccncc1	-0.6	2	-2	2	2.4	101*	-3.3*	3	-5	-23	1466
CCc1ccc(NC(=O)CSc2nc3cc(C(=O)OC)ccc3c(=O)n2CC2CCCO2)cc1 (stereo not drawn)	3.3	-2	3	-5	2.1	-4	/	-2	-3	/	1405
COc1cccc(-c2csc(N3CCN(C(=S)Nc4cccc(Cl)c4)CC3)n2)c1	-3.9	14	5	/	5.1	33	/	8	9	/	2562*
CCn1c(SCc2cccnc2)nnc1-c1c[nH]c2ccccc12	-1.0	-6	3	1	2.9	-5	/	-3	2	-28	1488
COc1ccc(CC(=O)NCc2nnc(SCC(=O)c3ccc(OC)cc3)n2C)cc1	-1.6	7	6	-3	2.3	0	0.23	12	12	-12	1706
CCOc1ccc(NC(=O)CSc2nnc(-c3ccccn3)n2N)cc1	-0.1	-1	-8	4	-0.2	2	0.86	-8	-7	/	1432
O=C(Cc1ccc(NS(=O)(=O)c2ccc(F)cc2)cc1)NCc1ccccc1	-0.5	4	2	-2	1.0	-4	0.0047	12	7	/	1589
COc1ccc2c(c1)C(c1cccs1)=NNC(c1cccnc1)=N2	-0.6	2	8	1	-1.5	24	-1	-16	8	-12	1608
O=S(=O)(Nc1ncn[nH]1)c1ccc(Cl)cc1	0.3	-3	-4	-5	2.9	-9	0.022	17	-2	/	1597
COc1cc2c(cc1[N+](=O)[O-])n(C(C)C)c(=O)n2C(C)C	0.2	8	0	4	0.5	2	2.1	-7	9	8	1578
O=C(NC1=NCCS1)c1ccc(Cl)c(S(=O)(=O)N2CCCCC2)c1	-0.1	-6	2	1	4.4	9	0.34	17	5	/	1559
Cc1cc(Cl)nc(-c2ccccc2)n1	-1.2	-4	6	-4	2.1	-2	-0.65	1	-4	-23	1497
O=C(NCC(c1cccs1)N1CCOCC1)c1ccccc1NS(=O)(=O)c1ccc(Br)cc1 (stereo not drawn)	-0.1	-1	1	-4	-0.1	8	-0.72	-1	-5	-7	1501
Cn1nc(-c2ccccc2)c(/C=N/O)c1Cl	-1.4	7	3	-7	1.8	-3	-0.0049	-11	5	9	1549
O=C(Nc1ccccc1C(=O)N1CCCCC1)C1CCCCC1	-0.2	-5	5	-2	1.6	-9	/	17	12	-20	1537
Cc1cccc(Cn2cnc3c(nnn3Cc3ccccc3F)c2=O)c1	1.0	0	7	-6	1.3	-5	/	11	8	-14	1616
CCOC(=O)N1CCC(N2CCN(S(=O)(=O)CC)CC2)CC1	0.0	-11	-6	3	2.1	94*	1.3	-1	4	-3	1380
O=C(c1ccc(Br)cc1)C1CCc2occc2C1=O (stereo not drawn)	2.9	0	-1	-3	2.0	3	/	11	4	-3	1482
CCOC(=O)N/N=C/c1ccccc1OCc1ccc(Cl)cc1	-0.5	-3	9	-5	2.0	-10	-0.2	18	0	4	1350
Cc1ccc(S(=O)(=O)/C=C/c2ccccc2)cc1	0.0	0	9	-2	0.6	29	/	-56	9	19	1768
O=c1[nH]c2ccc(S(=O)(=O)N3CCCCC3)cc2o1	0.8	-13	0	-2	2.5	-2	0.43	11	-6	/	1490
(listing goes on)
SMILES	Redox H2O2 prof	PPARg SRC3 recr	PPARg SRC1 recr	Efa HMGR inh	RAM network inh	L major viab	ROMK primary	bIAP inh	PPARg SRC2 recr	S1P3 antagonist	SRC2 TRFRET art
CCn1c(SCC(=O)Nc2cc(C)on2)nnc1-c1ccc(S(=O)(=O)N2CCCC2)cc1	-0.2	1	3	-3	2.9	69*	/	7	-2	-2	1631
CC1=C(C(=O)Nc2ccc(C)cn2)C(c2cnn(C)c2)C2=C(CCCC2=O)N1 (stereo not drawn)	-0.4	-1	-1	-2	2.9	-7	0.28	-9	-1	1	1503
CCOP(=O)(OCC)C(Nc1ccc(OC)cc1)c1ccco1 (stereo not drawn)	-0.1	6	4	-2	0.8	-2	0.23	8	10	12	1697
CCC(SC1=Nc2ccccc2C2=NC(CC(C)C)C(=O)N12)C(=O)Nc1ccc2c(c1)OCO2 (stereo not drawn)	3.2	-14	-10	-1	2.6	36	0.57	0	1	18	1433
CCCC(=O)Nc1sc(Cc2ccccc2)c(C)c1C(N)=O	-0.9	3	6	-10	3.6	0	-0.034	0	-4	15	1669
O=C(NC(=S)Nc1nc2c(s1)CCCC2)c1ccccc1	-0.7	2	0	-5	2.4	36	/	30	0	-10	1650
COc1ccccc1C1NC(=O)NC(C)=C1C(C)=O (stereo not drawn)	1.4	-5	-5	0	1.4	-8	0.72	/	1	22	1578
COC(=O)CSc1nc(NC(C)C)nc(N(C)C)n1	-1.7	1	-7	2	2.6	10	/	4	-2	-14	1481
O=C1c2ccccc2C(=O)N1CCN1CCOCC1	-1.0	-9	-2	-9	0.7	4	/	3	9	-22	1663
Cc1ccnc(N2C(=O)c3cccc4c([N+](=O)[O-])ccc(c34)C2=O)c1	-0.2	-4	0	-2	2.1	100*	/	9	-3	/	1342
O=S(=O)(c1ccccc1)N1CCN(C2CCCCCCC2)CC1	-0.2	1	3	0	1.7	45	-0.46	8	12	0	1658
CCOC(=O)N1CCN(C(=O)COc2cc(=O)n(CC)c3ccccc23)CC1	1.8	0	-2	-4	-0.1	1	1.5	-3	2	-5	1442

Screens deposited in PubChem by several laboratories.
